Source: PubChem BioAssay (National Center for Advancing Translational Sciences (NCATS))
EPAC2 agonist: qHTS for Agonist of cAMP-regulated guanine nucleotide exchange factor 4 (EPAC2): primary screen. AID 720711, 2013. Rap guanine nucleotide exchange factor 4 (Homo sapiens), Q8WZA2. actives 0.079% (n = 360,000). EPAC2 activation, biochemical qHTS; response scale: 100% = 6.5 mM cAMP response. Potency, µM (doses to about 154 µM), without a hit: at the highest dose activation, actives largely listed as activators; note: nearly all actives have a fitted effect of over 50% in size
Target sequence (Q8WZA2 whole entry, looked up): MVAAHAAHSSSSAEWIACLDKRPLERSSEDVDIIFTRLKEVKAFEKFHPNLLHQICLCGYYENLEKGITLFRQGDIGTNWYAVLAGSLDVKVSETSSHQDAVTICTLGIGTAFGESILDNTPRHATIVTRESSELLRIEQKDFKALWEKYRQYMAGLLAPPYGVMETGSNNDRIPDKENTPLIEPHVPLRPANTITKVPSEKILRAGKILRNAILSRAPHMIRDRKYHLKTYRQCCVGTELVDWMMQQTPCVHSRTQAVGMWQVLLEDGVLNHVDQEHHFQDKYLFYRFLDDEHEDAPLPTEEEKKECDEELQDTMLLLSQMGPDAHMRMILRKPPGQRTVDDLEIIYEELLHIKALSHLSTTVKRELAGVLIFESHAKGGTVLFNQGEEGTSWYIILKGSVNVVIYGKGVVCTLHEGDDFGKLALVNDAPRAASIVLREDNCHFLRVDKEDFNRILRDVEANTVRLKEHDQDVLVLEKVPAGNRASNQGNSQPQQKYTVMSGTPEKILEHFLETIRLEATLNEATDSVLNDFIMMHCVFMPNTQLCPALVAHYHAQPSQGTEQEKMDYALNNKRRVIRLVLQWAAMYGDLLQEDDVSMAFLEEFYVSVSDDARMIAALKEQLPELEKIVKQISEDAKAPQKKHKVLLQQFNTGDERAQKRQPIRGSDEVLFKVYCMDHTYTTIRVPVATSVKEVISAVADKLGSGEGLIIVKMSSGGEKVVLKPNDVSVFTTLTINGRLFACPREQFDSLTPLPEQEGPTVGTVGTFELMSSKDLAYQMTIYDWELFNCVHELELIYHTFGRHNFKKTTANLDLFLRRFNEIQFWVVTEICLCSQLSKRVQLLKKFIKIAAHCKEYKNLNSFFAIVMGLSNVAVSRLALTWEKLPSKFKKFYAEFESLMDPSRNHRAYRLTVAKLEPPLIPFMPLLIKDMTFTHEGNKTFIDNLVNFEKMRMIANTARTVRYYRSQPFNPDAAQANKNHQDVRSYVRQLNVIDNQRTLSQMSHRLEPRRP
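Compounds were added across a concentration range to EPAC2 (100 nM), RAP1B-BODIPY-GDP (250 nM) and GDP (50 uM). After 5 min at room temperature, fluorescence was recorded at 5-min intervals for 30 min.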
EPAC2 antag: qHTS for Antagonist of cAMP-regulated guanine nucleotide exchange factor 2 (EPAC2): primary screen; Rap guanine nucleotide exchange factor 4 (Homo sapiens), Q8WZA2; actives 0.18% (n = 360,000); EPAC2 GEF exchange of Rap1B-BODIPY-GDP, fluorescence; Potency, µM (titrated, usually from 114 µM), without a hit: top-dose activity, negative = inhibition, usual class: inhibitors; note: % is set by controls: 0 for no effect and ±100 for the full control effect; nearly all actives have a fitted effect of over 45% in size; many of its hits are not listed in these tables
PTHR1 ag: qHTS for PTHR1 Agonists: Primary Screen. Parathyroid hormone/parathyroid hormone-related peptide receptor (Homo sapiens), Q03431. HEK293 GP2 PTHR1 cells, GloSensor cAMP luminescence, 1 h. Potency, µM (series often up to 115 µM), inactives show at the top dose activation, usual class: activators. actives 0.075% (n = 410,000). AID 743266, 2014; note: nearly all actives have a fitted effect of over 55% in size; some results filed as inactive show a strong effect at the top dose; inactives centre near -15; many of its hits are not listed in these tables
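HEK-293-derived GP2 cells expressing PTHR1 and a GloSensor cAMP reporter, 3,000/well, plated overnight, given luciferin plus IBMX (each 0.5 mM as added) for 1 h at 37 °C, then compound for 1 h at 37 °C. Luminescence was read after 15 min at room temperature.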
FUS yeast rescue: qHTS for Suppressors of FUS Proteinopathy: Primary screen using FUS-linked yeast assay; S. cerevisiae FUS-expressing, growth rescue, OD600, 24 h; Potency, µM (series often up to 76.6 µM), inactives show at the top dose growth rescue (activation), hits mostly activators; AID 1347120, 2019; actives 0.24% (n = 390,000);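 note: plate controls were DMSO vehicle for no effect and reference control for full effect; nearly all actives have a fitted effect of over 55% in size; some results filed as inactive show a strong effect at the top dose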
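S. cerevisiae expressing FUS from galactose induction served as the toxicity model. Growth after 24hr at 30C, read as absorbance at 600 nm, indicates suppression of toxicity; compounds dosed at several concentrations.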
aSyn yeast inh: qHTS of alpha-syn Inhibitors | Potency, µM (series often up to 46.1 µM), for the others: at the highest dose growth rescue (activation), most hits filed as activators | Yeast expressing alpha-synuclein, growth rescue, BacTiter-Glo, 24 h | actives 0.14% (n = 370,000) | AID 652106, 2013; note: % of control where 0% means no effect; nearly all actives have a fitted effect of over 65% in size
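Screening used galactose-induced yeast with toxic alpha-synuclein levels, exposed to compound for 24 hr at 30 deg C. Cell growth, read with BacTiter-Glo luminescence, gave the measured signal.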
EPAC1 antag: qHTS for Antagonist of cAMP-regulated guanine nucleotide exchange factor 3 (EPAC1): primary screen; EPAC1 GEF assay, Rap1b-BODIPY-GDP exchange fluorescence; Rap guanine nucleotide exchange factor 3 (Homo sapiens), O95398; AID 720709, 2013; actives 0.14% (n = 360,000); Potency, µM (top dose mostly 115 µM), without a hit: top-dose activity change, negative = inhibition, actives largely listed as inhibitors;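 note: plate controls were vehicle for no effect and positive control for full effect; nearly all actives have a fitted effect of over 50% in size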
EPAC1 ag: qHTS for Agonist of cAMP-regulated guanine nucleotide exchange factor 3 (EPAC1): primary screen. actives 0.073% (n = 360,000). EPAC1 agonist qHTS, biochemical assay; response scale: 100% = response to 6.5 mM cAMP. Rap guanine nucleotide exchange factor 3 (Homo sapiens), O95398. Potency, µM (highest dose often 154 µM), without a hit: at the top dose activation, hits mostly activators; note: nearly all actives have a fitted effect of over 60% in size
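EPAC1 100 nM, Rap1B–BODIPY-GDP 250 nM, unlabeled GDP 50 uM; compound titration; 5 min RT; kinetic read ex480/em540 at 5-min intervals ×30 min; data normalized to 6.5 mM cAMP agonist control.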
TDP-43 yeast inh: qHTS of TDP-43 Inhibitors; TDP-43 expressing yeast growth rescue, BacTiter-Glo, 24 h; Potency, µM (highest dose often 46.1 µM), for inactives: at the highest dose growth rescue (activation), hits mostly activators; actives 1.8% (n = 410,000); note: % of control where 0% means no effect; nearly all actives have a fitted effect of over 50% in size
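Cell-based yeast growth screen: TDP-43 expression induced in galactose, inoculum OD600=0.02 after raffinose pregrowth to mid-log. Read-out BacTiter-Glo luminescence at 24 hr, 30 deg C; inhibition of toxicity seen as signal increase.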
An asterisk follows results filed as active; i = inactive; ? = inconclusive; · = not tested or not shown; [ ] = dose if it differs, or a comment. Calls come from the whole dose curve; as a rule, active = well fitted curve in the direction sought with a large enough effect; inconclusive = small, poorly fitted or top-dose-only effect, or another doubt; inactive = no such curve, though single readings can be large; an effect the other way counts as inactive or inconclusive. Potency is the fitted concentration of half-maximal effect. This is a subset; count on the stated rates, not on these rows.

SMILES	EPAC2 agonist	EPAC2 antag	PTHR1 ag	FUS yeast rescue	aSyn yeast inh	EPAC1 antag	EPAC1 ag	TDP-43 yeast inh
CC1([N+](=O)[O-])COP(=O)(NCc2cccnc2)OC1 (configuration not stated)	-8%	12%	i	·	5%	5%	-5%	16%
O=C(NC1CCCCC1)N1Cc2cc(-c3ccccc3)ccc2-n2nncc2C1	-2%	-2%	-22%	15%	10%	-3%	-6%	20µM*
CCOC(=O)[C@]1(C#N)[C@@H]2C=CC(C(N)=O)=CN2[C@@H](C(N)=O)[C@@H]1c1ccc(F)cc1	4%	4%	-14%	-18%	-1%	-15%	0%	9%
CCCCCn1c(=O)c(C(=O)Nc2ncccc2C)c(O)c2ccccc21	-16%	10%	-6%	-17%	-17%	-7%	-22%	-33%[inhibitor]
Cc1ccc(C(O)(C(=O)OC(C)C)C(O)c2ccc(F)cc2)cc1 (configuration not stated)	-1%	-2%	-2%	?	4%	-6%	-4%	23%
CN1CCN(Cc2nc3ccccc3c(=O)[nH]2)CC1	3%	13%	i	18%	-3%	16%	-3%	-17%
CCCCCCCCC(=O)NCc1ccc(O)c(OC)c1	3%	21%	-16%	-7%	12%	-20%	-14%	22%
COC(=O)C1=CO[C@@H](OC2OC(CO)C(O)C(O)C2O)[C@@H]2C(CO)=CC[C@H]12 (some centres not stated)	10%	2%	-11%	-25%	-5%	?	6%	7%
Cc1ccc(NC(=O)c2ccc(C)c(S(=O)(=O)N3CCCCC3)c2)nc1	2%	-8%	i	27%	-5%	4%	19%	1%
CCCCCCC(Cl)(Cn1ccnc1)c1ccccc1 (configuration not stated)	-6%	-2%	-18%	19%	23%	-16%	-7%	?
COc1cccc(C(=O)C2CN(C)CC2c2ccc(Cl)cc2)c1 (configuration not stated)	2%	-8%	i	-21%	1%	-7%	1%	10%
C[C@H](CO)N1C[C@H](C)[C@@H](CN(C)C(=O)Nc2ccc(C(F)(F)F)cc2)Oc2c(NS(=O)(=O)c3cccs3)cccc2C1=O	-4%	-20%	-5%	?	0%	?	-11%	8%
Brc1ccc(C2N3CCCN23)cc1 (configuration not stated)	3%	11%	i	·	0%	3%	1%	12%
CC(C)CN1Cc2cc(N3CCCCC3)ccc2-n2nncc2C1	0%	5%	-12%	-16%	6%	27%	3%	9%
CCOc1ccc2nc(N=Nc3c(O)[nH]c(=S)[nH]c3=O)sc2c1	-13%	?	-17%	11%	-5%	-2%	8%	-11%
CC(=NCCCn1ccnc1)c1c(O)n(-c2ccccc2)c(=O)[nH]c1=O	5%	11%	-15%	12%	-2%	8%	-1%	-24%
COC(=O)C1=C(c2ccc(F)cc2F)C[C@@H]2CC[C@H]1N2C(=O)NC1CCCCC1	4%	10%	-34%[inhibitor]	13%	3%	-3%	1%	23%
C=CCn1c(O)c(C=Nc2ccc(F)cc2)c(=O)[nH]c1=O	2%	12%	0%	15%	-4%	5%	9%	-2%
CCOC(=O)N(C)c1ccc(C(O)(C(=O)OCC)C(F)(F)F)cc1 (configuration not stated)	0%	9%	i	32%	-3%	6%	-6%	0%
N#CCCn1cc(C(=O)Nc2ccc(F)cc2)c(-c2ccc([N+](=O)[O-])cc2)n1	-9%	1%	i	2%	-1%	-2%	-6%	1%
O=S(=O)(F)c1ccc2nc(-c3cccc(Sc4ccccc4)c3)cc(Cl)c2c1	3%	-11%	i	18%	1%	-27%	5%	-6%
CN1C(=O)N(C)C(=O)C(CCc2ccccn2)(CCc2ccccn2)C1=O	3%	-4%	-16%[57.5 µM]	-13%	-8%	4%	2%	-5%
O=C1OCc2cc(N=Nc3c(O)[nH]c(=O)[nH]c3=O)ccc21	3%	-3%	-7%	-18%	1%	-6%	14%	18%
O=C(/C=C/c1ccc2c(c1)OCO2)c1c(O)n(CCc2ccccc2)c(=O)[nH]c1=O	?	11%	-28%	-14%	0%	6%	2%	-8%
Cn1c(O)c(/C=C2\N=c3ccccc3=C2CCNC(=S)NC2CC2)c(=O)n(C)c1=O	4%	-3%	-23%	12%	0%	4%	7%	-7%
CC(=O)OC1(c2ccccc2)CCN(C2CCCCC2)CC1C (configuration not stated)	7%	11%	-19%	-17%	1%	-4%	-3%	9%
COC(=O)C1=C(c2cccc(OCc3ccccc3)c2)C[C@@H]2CC[C@H]1N2C(=O)NCc1ccc(OC)c(OC)c1	10%	-10%	-42%[inhibitor]	?	4%	-24%	1%	9%
Nc1ccc2ccccc2c1	-6%	6%	i	·	-10%	-1%	-5%	18%
COc1ccccc1-n1c(/C=C/c2ccccn2)nc2ccccc2c1=O	11%	3%	i	21%	11%	-10%	3%	0%
Cc1cccc(CCNCc2cc3cc(C)cc(C)c3[nH]c2=O)c1	9%	2%	-24%	1%	7%	15%	5%	7%
COC(=O)C1=C(c2ccc(F)cc2OCc2ccccc2)C[C@@H]2CC[C@H]1N2C(=O)NCc1ccc2[nH]ccc2c1	13%	-11%	i	?	1%	-16%	13%	5%
CCOC(=O)C1CCN(C(C)C(=O)c2c(C)[nH]c3cc(C)ccc23)CC1 (configuration not stated)	-10%	-1%	-15%	-20%	1%	1%	7%	21%
CN(C)C1C(=O)C(C(N)=O)=C(O)C2(O)C(=O)C3=C(O)c4c(O)cccc4C(C)(O)C3CC12 (configuration not stated)	12%	20%	19%	22%	-13%	-6%	-15%	2%
COc1ccc(CNCCc2c[nH]c3ccccc23)c(OC)c1C	8%	-11%	i	25%	-5%	-29%	-3%	-25%
Cc1nn(CC(C)C)c(Cl)c1C(=O)NC1CCCC1	12%	6%	-20%	-46%	0%	0%	14%	23%
O=C1C=CC(=O)C2C1C1(Cl)C(Cl)=C(Cl)C2(Cl)C1(Cl)Cl (configuration not stated)	9%	56µM*	-18%	·	-72%[inhibitor]	-12%	-1%	?
CCCOc1ccccc1NP(=O)(Oc1ccccc1)Oc1ccccc1	-6%	?	i	-32%	-5%	-5%	-1%	-8%
CC1CC2(O)c3no[n+]([O-])c3CCC2N1O (configuration not stated)	3%	4%	i	-8%	0%	8%	-4%	-13%
CC[C@H](C)[C@@H](C(=O)N1CCCC1c1nccs1)N(C)C(=O)[C@H](CC(C)C)N(C)C(=O)[C@H](Cc1ccc(OC)cc1)N(C)C(=O)/C=C(\C)OC (some centres not stated)	4%	-17%	i	45%	-3%	-8%	-6%	14%
Cn1c(O)c(C=NCCN2CCOCC2)c(=O)n(C)c1=S	3%	-2%	-66%[inhibitor]	12%	3%	-10%	-1%	11%
COCCOC(=O)C1=C(N)Oc2c(c(=O)oc3ccccc23)[C@@]12C(=O)Nc1ccccc12	0%	11%	i	0%	2%	3%	-8%	-3%
CC(C)(C)NC(=S)N1CCn2cccc2C1c1cccnc1 (configuration not stated)	4%	1%	i	-3%	1%	-9%	8%	-10%
CC(OC(=O)c1cn(C)c2ccccc12)C(=O)N(C)c1ccccc1 (configuration not stated)	-3%	2%	-22%	25%	15%	?	-5%	0%
COC(=O)C1=C(c2ccc(F)cc2OCc2ccccc2)C[C@@H]2CC[C@H]1N2C(=O)NCc1ccc(C(F)(F)F)cc1	-12%	?	-17%	14%	-1%	-24%	-27%	18%
Cc1cc(Oc2cc(NN3CCCCC3)c([N+](=O)[O-])cc2[N+](=O)[O-])ccc1[N+](=O)[O-]	7%	8%	0%	2%	1%	7%	-12%	-11%

Copied from above for reference:
SMILES	EPAC2 agonist	EPAC2 antag	PTHR1 ag	FUS yeast rescue	aSyn yeast inh	EPAC1 antag	EPAC1 ag	TDP-43 yeast inh
COC(=O)C1=C(c2ccc(F)cc2OCc2ccccc2)C[C@@H]2CC[C@H]1N2C(=O)NCc1ccc2[nH]ccc2c1	13%	-11%	i	?	1%	-16%	13%	5%
CCOC(=O)C1CCN(C(C)C(=O)c2c(C)[nH]c3cc(C)ccc23)CC1 (configuration not stated)	-10%	-1%	-15%	-20%	1%	1%	7%	21%
CN(C)C1C(=O)C(C(N)=O)=C(O)C2(O)C(=O)C3=C(O)c4c(O)cccc4C(C)(O)C3CC12 (configuration not stated)	12%	20%	19%	22%	-13%	-6%	-15%	2%
COc1ccc(CNCCc2c[nH]c3ccccc23)c(OC)c1C	8%	-11%	i	25%	-5%	-29%	-3%	-25%

(list continues)
SMILES	EPAC2 agonist	EPAC2 antag	PTHR1 ag	FUS yeast rescue	aSyn yeast inh	EPAC1 antag	EPAC1 ag	TDP-43 yeast inh
O=C(O)CNC1c2ccccc2CSc2ccccc21 (configuration not stated)	10%	1%	-30%[inhibitor]	36%	-1%	-6%	2%	-8%
COc1cccc(CC(=O)N(C)C2CCCN(Cc3ccccc3F)C2)c1 (configuration not stated)	6%	-1%	i	-18%	1%	0%	2%	12%
CCN1C[C@@]2(COC)C3[C@@H](OC)[C@H]4[C@@H]1[C@@]3(C1C[C@H]3[C@H](OC(=O)c5ccccc5)C1[C@]4(OC(C)=O)C[C@H]3OC)[C@@H](OC)C[C@H]2O (some centres not stated)	-2%	18%	-9%	-2%	-1%	-2%	·	3%
COc1cccc(Cn2c(=O)oc3ccccc32)c1	-2%	?	i	1%	4%	-28%	-6%	10%
O=C(Nc1ccc(Cl)cc1)OC1CN2CCC1CC2 (configuration not stated)	8%	4%	-2%	16%	4%	4%	4%	14%
O=c1c2cc(Cl)cc(Cl)c2nc(CN2CCOCC2)n1-c1ccccc1F	0%	7%	-34%[inhibitor]	6%	6%	7%	1%	?
C[C@H]1CCC[C@@H](O)CCC/C=C/c2cc(O)cc(O)c2C(=O)O1	8%	1%	-28%	11%	1%	-2%	1%	-1%
COc1ccc(CN2CC3CC(C2)c2cccc(=O)n2C3)cc1OC (configuration not stated)	4%	18%	i	21%	3%	7%	4%	-18%
C#CC(CC)(CC)NC(=O)Nc1ccc(OCC)cc1	-3%	-19%	i	3%	2%	-3%	-6%	-1%[0.397 µM]
CC(C)c1ccc(-n2c(O)c(/C=N/N3CCOCC3)c(=O)[nH]c2=S)cc1	11%	-4%	i	10%	4%	-8%	6%	22%
